Bioassay records as filed in PubChem.
KCNH2 WT inh: KCNH2 (human, wildtype) channel inhibition; Q12809; U2OS, BacMam KCNH2, thallium flux FluxOr; active compounds read low; activity change, % at 1.84 µM; 0.37% of 340,000 active; AID 720551;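 active = maximum activity change below -70%; inconclusive = maximum activity change between -70% and -50%; inactive = maximum activity change above -50%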; note: % is set by controls: 0 for no effect and ±100 for the full control effect
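U2OS cells were transduced with wild-type KCNH2 virus (2.03 x 10^8 / mL) for 4 h at room temperature, then cultured overnight at 37 C. Thallium flux was read with FluxOr dye. Rate constants were normalized to DMSO controls.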
TRPV1 ag: human TRPV1 agonism; TRPV1-expressing cells, Fluo-8 calcium influx, agonist mode; Q8NER1; activation, % at 8.33 µM; 0.19% of 320,000 active; in the data active = activation above about 80%; inconclusive = between about 30% and that limit; note: 0% is about no effect
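TRPV1-expressing cells were cultured overnight at 35.5C and loaded with Fluo-8 calcium dye for 40 to 90 min at room temperature. After a 10 s baseline, compound was added and calcium influx was read kinetically for 3 min (ex 480/em 520 nm).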
Giardia kill: kills Giardia lamblia; AID 540267; Giardia lamblia trophozoite viability; activity change, % at 7.66 µM, hits read low; 0.15% of 340,000 active; in the data active = activity change below about -80%; inconclusive = between about -30% and that limit;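 note: parasites exposed to compound for two days anaerobically before the ATP read; % is set by controls: 0 for no effect and ±100 for the full control effect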
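Giardia trophozoites, 100 cells per well, were exposed to compounds for 48 hrs at 37 deg C under anaerobic conditions; viability was then read as ATP content by bioluminescence after 15-30 min at room temperature.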
MLL CXXC-DNA inh: inhibitors of human MLL CXXC domain-DNA interaction; AID 2662; 0.037% of 290,000 active; MLL-CXXC / FITC-HOXA9 DNA fluorescence polarization; Q03164; Potency, µM (highest dose often 115 µM), inactives show top-dose activity change, negative = inhibition, actives largely listed as inhibitors; active = well fitted inhibition curve with a large enough effect in the polarisation, with a control signal flat, not every such curve was filed as active; inconclusive = small, poorly fitted or top-dose-only effect, or effect the other way, or a change in a side signal; inactive = no such curve, though single readings can be large or run the other way; the % refers to the polarisation; note: potency is the fitted concentration of half-maximal effect
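Steps: dispense CXXC domain solution (7 uM) → pin compounds or unlabeled HOX-A9 DNA control → 5 min ambient → add FLSN-HOX-A9 solution (50 nM) → spin → 30 min ambient → fluorescence polarization. Tris pH 7.5/NaCl/DTT/BSA buffer.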
USP2a block: inhibitors of human ubiquitin-specific protease USP2a; O75604; USP2 core, Ub-CHOP2 coupled fluorogenic reporter, 485/531; Potency, µM (series often up to 38.3 µM), without a hit: at the highest dose activity change, negative = inhibition, most hits filed as inhibitors; 0.01% of 330,000 active; AID 463254;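 note: potency is the fitted concentration of half-maximal effect; plate controls were DMSO wells for no effect and full inhibition by NEM control for full effect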
Target sequence (O75604 whole entry, looked up): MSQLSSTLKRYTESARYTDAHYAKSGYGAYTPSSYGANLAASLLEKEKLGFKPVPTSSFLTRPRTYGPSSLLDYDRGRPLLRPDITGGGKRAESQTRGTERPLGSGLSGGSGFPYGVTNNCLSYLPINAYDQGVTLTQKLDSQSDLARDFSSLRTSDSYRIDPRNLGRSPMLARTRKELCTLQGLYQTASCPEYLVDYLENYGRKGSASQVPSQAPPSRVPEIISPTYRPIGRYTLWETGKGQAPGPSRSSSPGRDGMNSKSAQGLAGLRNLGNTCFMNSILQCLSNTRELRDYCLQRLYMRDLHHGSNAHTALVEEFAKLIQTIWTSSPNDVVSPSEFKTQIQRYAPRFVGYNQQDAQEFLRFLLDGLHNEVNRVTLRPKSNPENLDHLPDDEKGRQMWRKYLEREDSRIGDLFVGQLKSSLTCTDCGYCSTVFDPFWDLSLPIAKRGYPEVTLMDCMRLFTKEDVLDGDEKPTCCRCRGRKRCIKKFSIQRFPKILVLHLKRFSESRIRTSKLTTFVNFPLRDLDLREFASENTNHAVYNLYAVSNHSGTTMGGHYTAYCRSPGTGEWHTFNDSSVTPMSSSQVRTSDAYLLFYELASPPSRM
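USP2 core (10nM final) preincubated 30min RT with compound in 20mM Tris-HCl pH 8.0, 2mM CaCl2, 2mM beta-mercaptoethanol, 0.05% CHAPS; 25nM Ub-CHOP2 plus 25nM reporter substrate added, fluorescence (Ex485/Em531) read after 60min.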
B2AR arrestin: beta2AR (human) beta-arrestin recruitment activity | 0.02% of 330,000 active | beta-arrestin recruitment to beta2AR, cell-based reporter | Potency, µM (highest dose often 46.1 µM), for inactives: top-dose activation, actives largely listed as activators;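 note: potency is the fitted concentration of half-maximal effect; 0% = DMSO controls and full agonism = EC100 isoproterenol or metaproterenol; nearly all actives have a fitted effect of over 65% in size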
FBPA coupling cs: coupling enzyme interference in Giardia aldolase counter-screen; coupling enzyme system counterscreen, AmpLite Red fluorescence; activity change, negative = inhibition, % at 58.2 µM, hits read low; 0.67% of 290,000 active; in the data active = activity change below about -30%; note: % is set by controls: 0 for no effect and ±100 for the full control effect
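Final compound at 57.5 uM, incubated 10 min at RT with coupling enzyme reagent (glyceraldehyde-3-phosphate), then 20 min with substrate and AmpLite Red detection. Fluorescence read at 525/598 nm; tests interference with the coupling assay, not aldolase inhibition.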
GALK inhibitor: inhibitors of human galactokinase; Potency, µM (top dose mostly 57.5 µM), for the others: at the highest dose activity change, negative = inhibition, most hits filed as inhibitors; Purified GALK, Kinase-Glo residual ATP luminescence; 0.007% of 270,000 active; P51570; AID 1868; note: potency is the fitted concentration of half-maximal effect; % is set by controls: 0 for no effect and ±100 for the full control effect
Target sequence (P51570 whole entry, looked up): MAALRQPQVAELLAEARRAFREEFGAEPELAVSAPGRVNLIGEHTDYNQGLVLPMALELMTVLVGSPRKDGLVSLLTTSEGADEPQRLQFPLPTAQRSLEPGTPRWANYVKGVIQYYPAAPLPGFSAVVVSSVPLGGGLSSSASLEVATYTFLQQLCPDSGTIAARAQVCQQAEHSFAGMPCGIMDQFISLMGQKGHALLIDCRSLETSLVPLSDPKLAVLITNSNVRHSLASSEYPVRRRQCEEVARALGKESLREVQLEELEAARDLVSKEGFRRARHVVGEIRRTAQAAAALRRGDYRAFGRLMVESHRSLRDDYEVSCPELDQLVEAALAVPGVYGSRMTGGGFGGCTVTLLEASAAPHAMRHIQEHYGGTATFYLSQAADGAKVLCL
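Luminescence from leftover ATP (Ultra-Glo luciferase/luciferin) served as read-out after a 1 h room-temperature reaction of 5 nM GALK with 35 uM ATP and 100 uM galactose.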
KCNH2 3.1 block: KCNH2 3.1 (human) potassium channel inhibition; U2OS KCNH2 3.1, thallium flux FluxOr; active compounds read low; activity change, % (tested at about 1.8 µM); 0.95% of 340,000 active;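 active = maximum activity change below -70%; inconclusive = maximum activity change from -70% to -50%; inactive = maximum activity change above -50%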;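 note: thallium influx rate constant from kinetic fluorescence after stimulation buffer; % is set by controls: 0 for no effect and ±100 for the full control effect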
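Thallium flux via FluxOr fluorescence (Red40 quencher, 45 min loading) in U2OS cells virally expressing the KCNH2 3.1 isoform (1.77 x 10^8 /mL virus, overnight at 37 C). Rate constants from 2-min kinetic reads post-stimulation, normalised to positive and negative controls.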
Menin MLL FP TR: inhibitors of human menin-MLL interaction, mutant MLL peptide. Potency, µM (titrated, usually from 61.6 µM), without a hit: at the top dose FP activity change, negative = inhibition, hits mostly inhibitors. O00255. 0.23% of 270,000 active. Menin + Texas Red MLL mutant peptide, fluorescence polarization; active = well fitted inhibition curve with a large enough effect in the polarisation, with a control signal flat, not every such curve was filed as active; inconclusive = small, poorly fitted or top-dose-only effect, or effect the other way, or a change in a side signal; inactive = no such curve, though single readings can be large or run the other way; the % refers to the polarisation; note: potency is the fitted concentration of half-maximal effect; % of control where 0% means no effect; many of its hits are not listed in these tables
PKM2 activator: PKM2 (human) enzyme activation | P14618 | purified PKM2, Kinase-Glo ATP luminescence, activation; response scale: 0% is enzyme alone, no compound | Potency, µM (highest dose often 57.5 µM), for inactives: top-dose activation, hits mostly activators | 0.34% of 260,000 active; note: potency is the fitted concentration of half-maximal effect; % is set by controls: 0 for no effect and ±100 for the full control effect; nearly all actives have a fitted effect of over 55% in size
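ATP formation by purified human PK-M2, quantified via coupled luciferase luminescence after 1 h at room temperature with 0.1 mM ADP and 0.5 mM PEP final.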
Active calls of the source: *; ? = inconclusive; nt = not tested or not shown; [ ] = another dose, or the depositor's remark. Unless noted, calls come from the whole dose curve; as a rule, active = well fitted curve in the direction sought with a large enough effect; inconclusive = small, poorly fitted or top-dose-only effect, or another doubt; inactive = no such curve, though single readings can be large; an effect the other way counts as inactive or inconclusive. Only part of the results is shown (hit frequency here may not be typical).

SMILES	KCNH2 WT inh	TRPV1 ag	Giardia kill	MLL CXXC-DNA inh	USP2a block	B2AR arrestin	FBPA coupling cs	GALK inhibitor	KCNH2 3.1 block	Menin MLL FP TR	PKM2 activator
Cc1ccc2[nH]c(C(F)(F)F)cc(=O)c2c1	-9	-2	-16	-6%	1%	-0.8%	-14	0%	10	nt	21%
COc1ccc(NC(=O)CSCC(=O)Nc2ccc(S(=O)(=O)N3CCCCC3)cc2)cc1	-2	13	?	?	-1%	-0.7%	4	-3%	-8	13%	3%
O=c1c2c3nc4ccccc4nc3n(CC3CCCO3)c2ncn1CCc1ccccc1 (stereo not given)	30	0	14	22%	4%	0.1%	1	-4%	-3	-13%	1%
Oc1cccc(/C=N/Nc2nn3cnnc3c3ccccc23)c1	14	-2	-15	13%	6%	0.0%	1	2%	-114*	nt	-40%
O=C(Nc1nnc(CCS(=O)(=O)c2ccc3ccccc3c2)s1)c1ccc([N+](=O)[O-])cc1	-4	-5	7	-2%	4%	-0.6%	3	2%	-4	?	-2%
O=C1/C(=C/c2ccc(O)c([N+](=O)[O-])c2)SC(=S)N1Cc1ccccc1	-7	-1	?	3%	5%	0.1%	7	-23%	nt	?	-23%
CC(=O)OC1(C(F)(F)F)Oc2ccccc2NC1=O (stereo not given)	14	8	-6	1%	-1%	0.5%	-8	-6%	11	17%	-3%
CS(=O)(=O)N(CC(=O)Nc1cccc(Br)c1)Cc1ccccc1	-12	3	-13	7%	0%	-0.9%	0	1%	-10	-5%	5%
CC(C)(C)NC(=O)C(c1ccco1)N(C(=O)Cn1nnc(-c2ccc(F)cc2)n1)c1ccccc1F (stereo not given)	-3	27	19	4%	3%	-0.1%	-2	0%	-10	-17%	-3%
COc1cccc(NC(=O)N2CCC(NC(=O)C(Cc3ccccc3OC)NC(C)=O)CC2)c1 (stereo not given)	0	2	8	-1%	0%	0.0%	3	12%	9	-13%	0%

In a second layout: results already given
Results follow in this order: KCNH2 WT inh | TRPV1 ag | Giardia kill | MLL CXXC-DNA inh | USP2a block | B2AR arrestin | FBPA coupling cs | GALK inhibitor | KCNH2 3.1 block | Menin MLL FP TR | PKM2 activator
COc1ccc(NC(=O)CSCC(=O)Nc2ccc(S(=O)(=O)N3CCCCC3)cc2)cc1
    -2 | 13 | ? | ? | -1% | -0.7% | 4 | -3% | -8 | 13% | 3%
O=c1c2c3nc4ccccc4nc3n(CC3CCCO3)c2ncn1CCc1ccccc1 (stereo not given)
    30 | 0 | 14 | 22% | 4% | 0.1% | 1 | -4% | -3 | -13% | 1%
Oc1cccc(/C=N/Nc2nn3cnnc3c3ccccc23)c1
    14 | -2 | -15 | 13% | 6% | 0.0% | 1 | 2% | -114* | nt | -40%
O=C(Nc1nnc(CCS(=O)(=O)c2ccc3ccccc3c2)s1)c1ccc([N+](=O)[O-])cc1
    -4 | -5 | 7 | -2% | 4% | -0.6% | 3 | 2% | -4 | ? | -2%
O=C1/C(=C/c2ccc(O)c([N+](=O)[O-])c2)SC(=S)N1Cc1ccccc1
    -7 | -1 | ? | 3% | 5% | 0.1% | 7 | -23% | nt | ? | -23%

Later entries.
SMILES	KCNH2 WT inh	TRPV1 ag	Giardia kill	MLL CXXC-DNA inh	USP2a block	B2AR arrestin	FBPA coupling cs	GALK inhibitor	KCNH2 3.1 block	Menin MLL FP TR	PKM2 activator
N#C/C(=N\Nc1ccccc1F)C(=N)N1CCCCC1	-11	4	-7	-5%	1%	0.1%	4	0%	-2	?	18%
O=c1cc[nH]c2c(C(F)(F)F)cccc12	-3	2	20	8%	-1%	0.0%	1	0%	13	-12%	0%
CC(C)(C)c1csc(NC(=O)c2cccnc2)n1	-14	5	-16	21%	0%	0.2%	-1	-6%	-1	0%	-1%
Cc1ccc(C(=O)CN2CCN(c3ccccn3)CC2)c(C)c1	12	1	-16	7%	-1%	0.2%	-1	0%	6	?	nt
CC(=O)Nc1ccc(S(=O)(=O)N2CCN(Cc3ccncc3)CC2)cc1	3	0	-16	-9%	-3%	-0.2%	2	2%	13	?	-3%
O=C1CC(C(=O)Nc2ccc(C(=O)N3CCOCC3)cc2)C2(CCCCC2)O1 (stereo not given)	-27	1	-8	3%	1%	-0.4%	0	0%	nt	7%	1%
Cc1ccc(-n2nnnc2-c2cnc(N3CCCC3)nc2C(F)(F)F)cc1	-6	0	-2	12%	0%	3.1%	0	-2%	3	1%	5%
Cc1cccc(NC(=O)N2CCCC2C(=O)Nc2ccccc2)c1 (stereo not given)	5	-1	0	10%	2%	-0.6%	2	3%	-5	6%	-16%
O=S(=O)(c1ccccc1C(F)(F)F)N1CCN(S(=O)(=O)c2ccccc2C(F)(F)F)CC1	-15	-2	-2	2%	-1%	-0.6%	4	-1%	-9	?	5%
C=CCc1cccc(C=Nc2c[nH]c(=O)[nH]c2=O)c1O	-10	-2	-4	14%	-1%	0.2%	-1	-8%	5	1%	0%
Cc1ccc(S(=O)(=O)N2CCCC(C(=O)NCc3ccccn3)C2)cc1 (stereo not given)	3	2	-9	0%	0%	0.1%	0	1%	-13	-8%	-18%
CCN(CC)C(=O)C1CCCN(c2ccc([N+](=O)[O-])cc2/C=N/NC(=O)c2cccc(Br)c2)C1 (stereo not given)	1	-1	-14	2%	3%	0.5%	6	-2%	-2	13%	0%
COc1ccc(C/C(N)=N/OC(C)=O)cc1OC	-1	0	-15	0%	-1%	0.0%	-1	0%	0	-9%	1%
CC1(C)CC(=O)C2=C(C1)N(c1ccc(F)cc1)C(=O)NC2(C(F)(F)F)C(F)(F)F	1	-5	9	0%	1%	0.1%	2	0%	6	-19%	0%
C=CCn1c(Cc2nc3ccccc3[nH]2)n[nH]c1=S	-1	0	4	-7%	-3%	-0.3%	-1	1%	-4	25%	-15%
Cc1cccc(N(C(=O)c2snc(C(N)=O)c2N)C(C(=O)NCC2CCCO2)c2ccc3ncccc3c2)c1 (stereo not given)	3	1	-12	-9%	1%	-0.8%	1	16%	-5	-16%	1%
CC(C)Oc1ccc(Nc2ncnc3ccccc23)cc1	-10	?	26	37%[activator]	1%	-0.9%	-14	0%	-4	7%	1%
COc1ccc(C(=O)CCC(C)(C)[N+](=O)[O-])cc1	-5	10	-19	5%	2%	0.0%	0	0%	2	-1%	4%
O=C1NC2(CCOc3ccccc32)C(=O)N1CC(=O)N(Cc1ccccc1)C1CCS(=O)(=O)C1 (stereo not given)	-6	1	-19	-3%	1%	-0.3%	1	-2%	3	32%[activator]	-3%
COC(=O)c1ccccc1NC(=O)CSc1nncn1-c1cccnc1	1	0	-2	9%	1%	-0.1%	0	18%	27	-7%	0%
O=c1c2cc(NC(=S)NCCN3CCCCCC3)ccc2nc2n1CCCCC2	5	0	7	-5%	1%	-0.5%	1	5%	-11	7%	nt
O=C(O)CCN(CC(=O)c1ccc(Cl)cc1)S(=O)(=O)c1ccc([N+](=O)[O-])cc1	-25	1	7	nt	0%	-0.1%	nt	nt	3	nt	nt
COc1ccc(OCCN2CCN(C(=O)c3ccc(OC)c(OC)c3)CC2)cc1	19	0	0	-1%	0%	-0.1%	-1	6%	15	-6%	nt
COc1ccc(N2CCN(CCNC(=O)Nc3cc(Cl)ccc3Cl)CC2)cc1	8	1	-18	-5%	2%	-0.4%	3	nt	-11	-8%	nt
Cc1ccc(N2CC(C(=O)OCC(=O)c3ccc[nH]3)CC2=O)cc1 (stereo not given)	-9	3	13	nt	0%	0.3%	nt	nt	5	nt	nt
CCOC(=O)CSc1nc(C)cc(=O)[nH]1	-7	1	-11	0%	nt	nt	0	-4%	9	14%	-8%
CCCCNc1ccc2oc(-c3ccc(OC)cc3)c(-c3ccc(OC)c(F)c3)c2c1	9	nt	-20	nt	2%	-0.3%	nt	nt	-14	nt	nt
COC(=O)c1c(C)nc(C)c(C(=O)OC)c1-c1ccc(OC)cc1	-1	5	40[activator]	-2%	0%	-0.8%	0	nt	-15	nt	-6%
Cc1cc(C(=O)OCC(=O)N2CCc3ccccc32)ccc1[N+](=O)[O-]	-2	3	0	nt	1%	-1.2%	nt	nt	-8	nt	nt
CCOC(=O)CN(C(=O)CSc1nnc2c(n1)[nH]c1ccccc12)c1ccccc1	11	-3	-13	-2%	-1%	0.3%	3	-1%	-8	14%	10%
Cn1c(SCC(=O)NC2CCCC2)nnc1-c1ccncc1	2	0	-3	0%	-1%	-0.1%	1	2%	-5	0%	-2%
Fc1ccc(COc2ccccc2C(=S)N2CCCC2)cc1	-5	5	-18	0%	2%	-0.6%	0	2%	-4	-4%	-15%
Cc1cc(SCC(=O)Nc2ccccc2)n2ncc(-c3ccccc3)c2n1	-11	11	9	-12%	-1%	0.4%	0	3%	3	nt	2%
